Bioassay records as filed in PubChem BioAssay.
Rpn11 inh: Rpn11 (PSMD14) deubiquitinase inhibitors, primary screen, biochemical, fluorescence polarization, uHTS; 360,000 tested, 0.59% active; human 26S proteasome, Ub4-pepOG fluorescence polarization; 20S core pre-blocked with epoxomicin; calls only at 20 µM;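 active = inhibition at 20 µM, scaled to each plate's controls, above about 33%, limit read from the data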
Scp1 inh: Scp-1 phosphatase inhibitors, primary screen, biochemical, colorimetric, uHTS; Carboxy-terminal domain RNA polymerase II polypeptide A small phosphatase 1 (Homo …; Recombinant Scp1, phosphopeptide, malachite green phosphate absorbance; inhibition, % at 20 µM; 340,000 tested, 0.88% active; AID 493091, 2011;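 active = inhibition above about 50% at 20 µM, limit read from the data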;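 also: plate controls were DMSO wells with enzyme for no effect and wells lacking enzyme for full effect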
Target sequence (Q9GZU7 76-261 limits assumed): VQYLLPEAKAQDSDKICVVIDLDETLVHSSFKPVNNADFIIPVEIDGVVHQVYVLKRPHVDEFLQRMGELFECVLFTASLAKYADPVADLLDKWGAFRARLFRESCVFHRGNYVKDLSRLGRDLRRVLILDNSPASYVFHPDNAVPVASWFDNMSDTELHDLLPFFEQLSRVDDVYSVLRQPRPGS
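Assay system: SCP-1 catalytic fragment, aa 76-261 | Buffer or medium: Tris acetate buffer pH 5.5 with MgCl2 and Tween-20 | Compound: One concentration, 20 µM, with 1.0% DMSO | Also added: Phospho 17-mer peptide substrate | Signal: Absorbance at 630 nm | Incubation: 45 min enzyme reaction at room temperature | Measure: % inhibition of SCP-1 phosphate liberation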
NadD block: inhibitors of S. aureus NadD, primary screen, biochemical, colorimetric, uHTS. Nicotinate-nucleotide adenylyltransferase NadD (Staphylococcus aureus N315). purified NadD enzyme, colorimetric absorbance read-out. inhibition, % at 20 µM. 360,000 tested, 0.78% active; in the data active = inhibition above about 26%; also: some compounds past the cut are filed as inactive
TbMetRS inhib: T. brucei MetRS inhibitors, primary screen, biochemical, luminescence | methionyl-tRNA synthetase (Trypanosoma brucei brucei) | 360,000 tested, 0.4% active | purified T. brucei MetRS, ATP depletion, Kinase-Glo luminescence | inhibition, % at 11.9 µM;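 active = inhibition above a per-plate cutoff of the control wells' mean inhibition plus 3 SD, cut at about 5.5% in these data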;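 also: 0% = DMSO wells median and 100% = median of wells with control inhibitor compound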
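Measured by: Kinase-Glo luciferase luminescence reporting remaining unconsumed ATP. Material: purified T. brucei MetRS enzyme. Doses: 11.9 µM compound single dose, 0.9% DMSO. Medium: HEPES buffer containing pyrophosphatase, BSA, spermine, DTT. Times: 15 min preincubation, 2 h reaction, all 25 °C. Reagent: methionine, ATP and bulk E. coli tRNA.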
CSN deneddyl inh: inhibitors of CSN-mediated cullin deneddylation, primary screen, biochemical, fluorescence polarization, uHTS | AID 651999, 2013 | inhibition, % at 12.5 µM | COP9 signalosome complex subunit 5 (Homo sapiens), Q92905 | 360,000 tested, 0.38% active | Purified CSN, SCF-Nedd8-OG deneddylation;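 active = pattern-corrected inhibition above about 35%, with an unprinted fluorescence ratio check between 0.5 and 1.5, limit read from the data, passing the limit was not always enough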;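 also: 0% = enzyme with substrate and 100% = substrate without enzyme; some results filed as inactive read as strong as hits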
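Material: human Csn5 produced in HEK293T cells; Input: enzyme 0.24 nM; Reagent: SCFSkp2-Nedd8OG substrate at 10 nM final; Dosing: 12.5 µM compound; Incubation: 90 min reaction at room temperature; Detection: fluorescence polarization of the substrate; Evaluation: % inhibition of substrate cleavage by Csn5; Control set: substrate-only high control, full reaction low control.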
STEP inh: STEP phosphatase inhibitors, primary screen, biochemical, fluorescence intensity, uHTS | Tyrosine-protein phosphatase non-receptor type 5 (Homo sapiens), P54829 | AID 588621, 2011 | recombinant STEP, OMFP fluorogenic substrate | inhibition, % at 20 µM | 360,000 tested, 0.25% active;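 active = inhibition at 20 µM, scaled per plate between control wells, above about 37%, limit read from the data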;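 also: 0% = DMSO with enzyme and substrate and 100% = substrate only without enzyme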
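System: isolated STEP enzyme; schedule: 20 min enzyme reaction at room temperature, protected from light; medium: Bis-Tris buffer pH 6.0, 2.5 mM DTT, 0.005% Tween 20; signal: fluorescence, 480/540 nm; dosing: single compound dose of 20 µM, 1% DMSO final; also added: OMFP substrate, 25 µM final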
SUMO1 PPI mod: modulators of SUMO1 protein-protein interactions, primary screen, biochemical, uHTS; Small ubiquitin-related modifier 1 (Homo sapiens), P63165; SUMO1 binding to a labelled peptide, TR-FRET, 1 h; inhibition, % at 20 µM; 360,000 tested, 0.33% active; in the data active = inhibition above about 37%
Target sequence (P63165 whole entry, looked up): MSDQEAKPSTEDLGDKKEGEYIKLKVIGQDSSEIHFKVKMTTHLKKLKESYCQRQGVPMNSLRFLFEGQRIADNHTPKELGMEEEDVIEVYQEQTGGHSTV
LMPTP block: LMPTP phosphatase inhibitors, primary screen, biochemical, fluorescence intensity, uHTS | Low molecular weight phosphotyrosine protein phosphatase (Homo sapiens), P24666 | recombinant LMPTP-A, OMFP fluorogenic substrate | inhibition, % at 20 µM | 360,000 tested, 0.22% active | AID 651560, 2012;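 active = compounds that cut the enzyme signal by at least half of the control window in the single-dose screen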;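 also: plate controls were DMSO wells with enzyme plus substrate for no effect and substrate without enzyme for full effect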
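Test system: LMPTP-A, protein tyrosine phosphatase of low molecular weight; Input: 0.625 nM enzyme; Incubation: 50 min dark incubation at room temperature; Signal: endpoint fluorescence intensity from OMFP dephosphorylation; Read-out basis: % inhibition versus control wells.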
MLLE-PAM2 inh: inhibitors of PABP1 MLLE–PAM2 peptide binding, primary screen, biochemical, fluorescence polarization, FITC-PAM2, GST-MLLE; inhibition, % at 20 µM; AID 588489, 2011; 360,000 tested, 0.36% active; Polyadenylate-binding protein 1 (Homo sapiens), P11940; in the data active = inhibition above about 35%, passing the limit was not always enough;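 also: plate controls were DMSO wells with GST-MLLE for no effect and wells lacking GST-MLLE protein for full effect; some results filed as inactive read as strong as hits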
Target sequence (P11940 whole entry, looked up): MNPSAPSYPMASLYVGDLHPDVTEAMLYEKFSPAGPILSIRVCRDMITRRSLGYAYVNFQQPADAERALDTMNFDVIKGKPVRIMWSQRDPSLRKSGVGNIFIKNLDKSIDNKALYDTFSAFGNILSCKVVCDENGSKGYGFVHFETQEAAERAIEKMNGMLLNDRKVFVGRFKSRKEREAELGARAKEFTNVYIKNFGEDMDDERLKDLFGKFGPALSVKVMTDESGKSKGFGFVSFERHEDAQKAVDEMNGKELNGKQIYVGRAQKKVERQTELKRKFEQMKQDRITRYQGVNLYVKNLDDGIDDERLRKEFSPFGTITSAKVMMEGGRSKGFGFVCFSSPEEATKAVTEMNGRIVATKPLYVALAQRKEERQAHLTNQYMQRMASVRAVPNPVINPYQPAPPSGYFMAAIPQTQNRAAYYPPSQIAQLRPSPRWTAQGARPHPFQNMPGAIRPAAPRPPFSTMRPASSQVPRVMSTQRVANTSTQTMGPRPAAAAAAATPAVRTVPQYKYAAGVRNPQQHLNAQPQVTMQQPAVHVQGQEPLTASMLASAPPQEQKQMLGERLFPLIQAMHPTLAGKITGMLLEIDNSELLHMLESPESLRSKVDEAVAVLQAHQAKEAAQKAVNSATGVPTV
DNMT1 block: human DNMT1 methyltransferase inhibitors, primary screen, biochemical, molecular beacon, fluorescence, HinP1I cleavage, uHTS | DNA (cytosine-5)-methyltransferase 1 (Homo sapiens), P26358 | inhibition (reported as % activation of signal), % at 10 µM | 360,000 tested, 0.83% active; in the data active = inhibition above about 50%
* hit, by the source's call.

Cc1cccc2c(N)c3c(nc12)CCCC3 (tested in a mixture with another compound) was read as Rpn11 inh inactive, Scp1 inh -3.4, NadD block 3.2, TbMetRS inhib -0.6, CSN deneddyl inh 4.5, STEP inh -1.7, SUMO1 PPI mod -14.1, LMPTP block 0.8, MLLE-PAM2 inh -2.3 and DNMT1 block 5.6.
`O=C(COc1ccc2c(c1)OCO2)Nc1nncs1` gave Rpn11 inh inactive, Scp1 inh -3.8, NadD block 2.8, TbMetRS inhib 0.9, CSN deneddyl inh 5.1, STEP inh -0.4, SUMO1 PPI mod -2.1, LMPTP block -0.2, MLLE-PAM2 inh 7.7 and DNMT1 block 0.5.
CCN(CC)CC#CCC(O)(c1ccccc1)C1CCCCC1 (stereo not drawn) was read as Rpn11 inh inactive, Scp1 inh -6.0, NadD block -5.1, TbMetRS inhib -0.4, CSN deneddyl inh -5.5, STEP inh 0.7, SUMO1 PPI mod -0.8, LMPTP block -2.0, MLLE-PAM2 inh 4.7 and DNMT1 block 1.1.
Screening CCN(C(=O)CSc1cc(C)c2ccccc2n1)c1c(N)n(Cc2ccccc2)c(=O)[nH]c1=O returned Rpn11 inh inactive, Scp1 inh -5.7, NadD block 2.4, TbMetRS inhib 0.2, CSN deneddyl inh 3.7, STEP inh -1.3, SUMO1 PPI mod 0.5, LMPTP block 0.6, MLLE-PAM2 inh -51.9 and DNMT1 block -0.1.
For Cc1nc(C(=O)NCC(=O)c2ccc(Cl)cc2)c(C(F)(F)F)o1 the results were Rpn11 inh inactive, Scp1 inh 36.4, NadD block 0.5, TbMetRS inhib -0.3, CSN deneddyl inh -2.3, STEP inh 3.1, SUMO1 PPI mod -3.4, LMPTP block -0.5, MLLE-PAM2 inh 2.0 and DNMT1 block -0.8.
CCCCn1nnnc1C(c1ccccc1)N1CCN(C(=O)c2ccco2)CC1 (stereo not drawn) was read as NadD block 3.1, TbMetRS inhib -0.6, CSN deneddyl inh -2.7, SUMO1 PPI mod 3.8 and LMPTP block -0.6.
Screening CC(=O)OC1CCC2(C)C(CCC3C2CC(=NO)C2(C)C(C(C)OC(C)=O)CCC32)C1 (stereo not drawn) returned Rpn11 inh inactive, Scp1 inh -1.8, NadD block -1.3, TbMetRS inhib -0.3, CSN deneddyl inh 1.0, STEP inh -2.2, SUMO1 PPI mod 1.6, LMPTP block 0.4, MLLE-PAM2 inh 1.2 and DNMT1 block 0.5.
Screening O=C(CNC(=O)c1ccccc1)N/N=C/c1cccs1 returned Rpn11 inh inactive, Scp1 inh -10.4, NadD block -1.9, TbMetRS inhib 0.0, CSN deneddyl inh -1.9, STEP inh -0.3, SUMO1 PPI mod -6.0, LMPTP block 0.4, MLLE-PAM2 inh -17.6 and DNMT1 block 2.3.
For O=C(O)CCCC(=O)NCCCc1ccccc1 the results were Rpn11 inh inactive, Scp1 inh -7.0, NadD block -2.6, TbMetRS inhib -1.5, CSN deneddyl inh -5.1, STEP inh 7.4, SUMO1 PPI mod -1.5, LMPTP block -2.1, MLLE-PAM2 inh 3.5 and DNMT1 block 1.8.
CCCCCCC1CC(C)(/C(C)=N/NC(N)=O)OC1=O (stereo not drawn) was read as Rpn11 inh inactive, Scp1 inh 5.7, NadD block 0.1, TbMetRS inhib 0.3, CSN deneddyl inh -3.0, STEP inh 2.6, SUMO1 PPI mod 2.1, LMPTP block -0.9, MLLE-PAM2 inh 13.7 and DNMT1 block 2.5.
Screening CCOc1cccc(OCCCOc2cccc3cccnc23)c1 returned Rpn11 inh inactive, Scp1 inh -2.3, NadD block 4.0, TbMetRS inhib 0.4, CSN deneddyl inh 1.3, STEP inh -1.9, SUMO1 PPI mod -1.5, LMPTP block 3.7, MLLE-PAM2 inh 15.7 and DNMT1 block -3.9.
`COC(=O)c1cc(S(=O)(=O)Nc2cc(OC)cc(OC)c2)cn1C` gave Rpn11 inh inactive, Scp1 inh -0.2, NadD block -2.8, TbMetRS inhib -0.7, CSN deneddyl inh -1.5, STEP inh 2.5, SUMO1 PPI mod 0.2, LMPTP block -0.3, MLLE-PAM2 inh 8.7 and DNMT1 block 0.6.
For COc1ccc(S(=O)(=O)Nc2ccccc2OC)cc1C the results were Rpn11 inh inactive, Scp1 inh -13.5, NadD block -6.1, TbMetRS inhib -0.1, CSN deneddyl inh 2.9, STEP inh -2.8, SUMO1 PPI mod 17.8, LMPTP block -0.1, MLLE-PAM2 inh 0.1 and DNMT1 block -2.3.
Screening CCCNC(=O)CN(c1ccccc1)S(=O)(=O)c1ccc(OC)c(OC)c1 returned Rpn11 inh inactive, Scp1 inh -4.8, NadD block -7.0, TbMetRS inhib -0.8, CSN deneddyl inh -0.8, STEP inh -1.6, SUMO1 PPI mod 0.0, LMPTP block -0.2, MLLE-PAM2 inh -6.6 and DNMT1 block 1.1.
Screening S=c1cnc2ccccc2[nH]1 returned Rpn11 inh inactive, Scp1 inh -0.8, NadD block 10.1, TbMetRS inhib -0.1, CSN deneddyl inh 2.7, STEP inh 4.0, SUMO1 PPI mod -10.8, LMPTP block 5.4, MLLE-PAM2 inh 25.2 and DNMT1 block 1.9.
`CCOc1ccc(N2CC(NS(=O)(=O)c3cccs3)CC2=O)cc1` (stereo not drawn) gave Rpn11 inh inactive, Scp1 inh -0.6, NadD block -3.2, TbMetRS inhib -0.5, CSN deneddyl inh 3.3, STEP inh -3.0, SUMO1 PPI mod 3.6, LMPTP block 0.0, MLLE-PAM2 inh -3.1 and DNMT1 block -1.0.
COc1cc(NS(=O)(=O)c2cc(C)ccc2OC)c(OC)cc1Cl was read as Rpn11 inh inactive, Scp1 inh -9.1, NadD block -7.8, TbMetRS inhib 0.1, CSN deneddyl inh 1.7, STEP inh -1.7, SUMO1 PPI mod -1.2, LMPTP block 2.9, MLLE-PAM2 inh 9.5 and DNMT1 block -4.1.
Screening Cc1ccccc1NC(=S)Nc1ccccn1 returned Rpn11 inh inactive, Scp1 inh -23.9, NadD block -0.6, TbMetRS inhib -0.6, CSN deneddyl inh 3.6, STEP inh 7.0, SUMO1 PPI mod 1.5, LMPTP block -0.3, MLLE-PAM2 inh 31.9 and DNMT1 block -0.1.
CCN(CC)S(=O)(=O)c1ccc(Cl)c(C(=O)NC(C)C(c2cccs2)N2CCCC2)c1 (stereo not drawn) was read as Rpn11 inh inactive, Scp1 inh -0.3, NadD block -6.9, TbMetRS inhib -0.3, CSN deneddyl inh 5.0, STEP inh 0.1, SUMO1 PPI mod 1.1, LMPTP block 0.2, MLLE-PAM2 inh 5.3 and DNMT1 block -2.9.
For Nc1cc(Nc2ccccc2)ccn1 the results were Rpn11 inh inactive, Scp1 inh -92.8, NadD block -57.6, TbMetRS inhib -0.5, CSN deneddyl inh -2.7, STEP inh -2.0, SUMO1 PPI mod 2.2, LMPTP block 7.1, MLLE-PAM2 inh 15.7 and DNMT1 block 0.9.

Two compounds drawn at random from the list so far:
Screening CC(=O)OC1CCC2(C)C(CCC3C2CC(=NO)C2(C)C(C(C)OC(C)=O)CCC32)C1 (stereo not drawn) returned Rpn11 inh inactive, Scp1 inh -1.8, NadD block -1.3, TbMetRS inhib -0.3, CSN deneddyl inh 1.0, STEP inh -2.2, SUMO1 PPI mod 1.6, LMPTP block 0.4, MLLE-PAM2 inh 1.2 and DNMT1 block 0.5.
`COC(=O)c1cc(S(=O)(=O)Nc2cc(OC)cc(OC)c2)cn1C` gave Rpn11 inh inactive, Scp1 inh -0.2, NadD block -2.8, TbMetRS inhib -0.7, CSN deneddyl inh -1.5, STEP inh 2.5, SUMO1 PPI mod 0.2, LMPTP block -0.3, MLLE-PAM2 inh 8.7 and DNMT1 block 0.6.

Later entries.
Screening COc1ccc(-c2c(C)nn3c(-c4ccccc4)cc(C)nc23)cc1 returned Rpn11 inh inactive, Scp1 inh -4.8, NadD block 0.0, TbMetRS inhib 0.5, CSN deneddyl inh -1.4, STEP inh -0.4, SUMO1 PPI mod -6.6, LMPTP block 1.6, MLLE-PAM2 inh -10.8 and DNMT1 block 0.3.
Cc1ccc(S(=O)(=O)N(C)C)cc1NC(=O)COC(=O)/C=C/c1cnc2ccccc2n1 was read as Rpn11 inh inactive, Scp1 inh -6.1, NadD block 2.8, TbMetRS inhib 0.5, CSN deneddyl inh -3.6, STEP inh -2.5, SUMO1 PPI mod -0.6, LMPTP block 1.8, MLLE-PAM2 inh -17.8 and DNMT1 block 2.2.
`O=C(Nc1ccc(F)c(Cl)c1)C1Cc2c(-c3cccc(F)c3)ccnc2O1` (stereo not drawn) gave Rpn11 inh inactive, NadD block 0.8, TbMetRS inhib -0.4, CSN deneddyl inh -2.5, STEP inh -2.5, SUMO1 PPI mod -1.6, LMPTP block 3.3, MLLE-PAM2 inh 1.3 and DNMT1 block 13.3.
Screening Cc1ccc(-c2nnc(SCC(=O)NCCN3C(=O)CSC3=O)n2C)cc1 returned Rpn11 inh inactive, Scp1 inh -10.4, NadD block -5.2, TbMetRS inhib 0.4, CSN deneddyl inh 1.9, STEP inh -1.9, SUMO1 PPI mod 0.6, LMPTP block -0.5, MLLE-PAM2 inh -8.9 and DNMT1 block 2.9.
CCN(CC)c1ccc2cc(C(=O)c3cccs3)c(=O)oc2c1 was read as NadD block 7.5, TbMetRS inhib -0.9, CSN deneddyl inh 4.3, STEP inh -20.8, SUMO1 PPI mod -25.4, LMPTP block 1.7, MLLE-PAM2 inh -88.9 and DNMT1 block -6.8.
